CSN inh: inhibitors of human CSN-mediated cullin deneddylation. Q92905. Purified CSN, SCF-Nedd8-OG deneddylation, fluorescence polarization. inhibition, % at 12.5 µM. 360,000 compounds, 0.38% hits. AID 651999;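 active = pattern-corrected inhibition above about 35%, with an unprinted fluorescence ratio check between 0.5 and 1.5, limit read from the data, passing the limit was not always enough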;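 also: 0% = enzyme with substrate and 100% = substrate without enzyme; some results filed as inactive read as strong as hits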
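Material: purified human Csn5 enzyme expressed in HEK293T cells / Medium: Tris buffer pH 7.5, NaCl, DTT, Tween-20, trehalose, ovalbumin / Compound dosing: 12.5 µM single point / Schedule: 90 min incubation of compound, enzyme and substrate at room temperature / Signal: fluorescence polarization of the substrate / Control set: no-enzyme wells high, enzyme-with-substrate wells low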
Neddylation inh: cullin neddylation inhibition. TR-FRET cullin neddylation, biochemical. P61081+Q13564. calls only at 25 µM. AID 651699. 360,000 compounds, 0.58% hits; in the data active = inhibition above about 36%
Target sequence (P61081 whole entry, looked up): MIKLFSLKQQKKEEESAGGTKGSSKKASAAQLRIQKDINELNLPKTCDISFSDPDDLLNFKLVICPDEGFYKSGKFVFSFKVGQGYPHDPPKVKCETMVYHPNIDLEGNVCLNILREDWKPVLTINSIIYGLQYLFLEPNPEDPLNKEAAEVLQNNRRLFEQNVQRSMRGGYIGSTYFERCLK
Target sequence (Q13564 whole entry, looked up): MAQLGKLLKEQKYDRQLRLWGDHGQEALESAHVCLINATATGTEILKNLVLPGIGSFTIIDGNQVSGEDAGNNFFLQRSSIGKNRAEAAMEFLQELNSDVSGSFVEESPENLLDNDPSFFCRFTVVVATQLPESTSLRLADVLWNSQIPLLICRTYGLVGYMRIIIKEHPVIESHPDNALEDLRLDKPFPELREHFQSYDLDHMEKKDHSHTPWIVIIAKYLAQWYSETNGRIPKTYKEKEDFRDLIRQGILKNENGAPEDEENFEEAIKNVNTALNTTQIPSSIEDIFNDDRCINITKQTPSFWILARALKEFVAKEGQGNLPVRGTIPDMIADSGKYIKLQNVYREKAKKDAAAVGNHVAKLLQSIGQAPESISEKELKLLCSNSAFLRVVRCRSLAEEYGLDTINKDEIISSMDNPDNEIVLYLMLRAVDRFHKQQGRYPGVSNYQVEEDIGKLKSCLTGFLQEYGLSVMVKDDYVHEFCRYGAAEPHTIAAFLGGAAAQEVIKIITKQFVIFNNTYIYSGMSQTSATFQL
NadD block: blocks S. aureus nicotinate mononucleotide adenylyltransferase; purified NadD enzyme, colorimetric absorbance read-out; inhibition, % at 20 µM; 360,000 compounds, 0.78% hits; in the data active = inhibition above about 26%; also: some compounds past the cut are filed as inactive
MT1-MMP act inh: blocks activation of human MT1-MMP; P50281; HT1080 RFP-PRO-GFP cells, GFP/RFP ratio fluorescence, overnight; percent of plate control window, DMSO zero; GFP/RFP ratio change, % at 20 µM; 360,000 compounds, 0.061% hits;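 active = GFP/RFP ratio change of at least 30% with cell ATP level not reduced by more than half and red fluorescence within 50% of control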; also: strong numbers were not always called active
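Assay system: HT1080 RFP-PRO-GFP cells | Dosing: 20 µM single dose, 1% DMSO | Incubation: Cells overnight before dosing, compound overnight, 37 °C, 5% CO2 | Evaluation: GFP/RFP fluorescence ratio | Control set: DMSO-only wells and HT1080 RFP-L50D-GFP cell wells as references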
Rpn11 inh: blocks the human proteasome subunit Rpn11; O00487; human 26S proteasome, Ub4-pepOG fluorescence polarization; 20S core pre-blocked with epoxomicin; calls only at 20 µM; 360,000 compounds, 0.59% hits; AID 588493;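 active = inhibition at 20 µM, scaled to each plate's controls, above about 33%, limit read from the data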
PABP1 MLLE inh: blocks PAM2 peptide binding to the PABP1 MLLE domain; AID 588489; P11940; inhibition, % at 20 µM; 360,000 compounds, 0.36% hits; GST-MLLE / FITC-PAM2 fluorescence polarization; in the data active = inhibition above about 35%, passing the limit was not always enough;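 also: plate controls were DMSO wells with GST-MLLE for no effect and wells lacking GST-MLLE protein for full effect; some results filed as inactive read as strong as hits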
SKN-1 inh: inhibitors of C. elegans SKN-1; C. elegans VP596 Pgst-4::GFP/RFP ratio, acrylamide-induced, 24 h; inhibition, % at 21.8 µM; 360,000 compounds, 0.49% hits;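 active = interference check ratio from 0.5 to 1.5 plus GFP to RFP signal ratio inhibition reaching or exceeding a fixed threshold, cut at about 30% in these data, passing the limit was not always enough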; also: some compounds called inactive have numbers as strong as hits
FAS-TE inh: FAS thioesterase (human) inhibition; P49327; recombinant FAS-TE, OMFH fluorogenic substrate, fluorescence endpoint; inhibition, % at 15 µM; 360,000 compounds, 0.67% hits; AID 602261;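 active = compounds whose normalised, plate-corrected inhibition of enzyme fluorescence in the single-dose primary screen is 50% or more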;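 also: 0% = DMSO with enzyme and 100% = substrate without enzyme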
Rin1 Abl inh: inhibitors of human Rin1-Abl protein interaction | P00519+Q13671 | TR-FRET Rin1/Abl binding, biochemical | inhibition, % at 7.35 µM | 360,000 compounds, 0.4% hits; in the data active = inhibition above about 5%, passing the limit was not always enough
An asterisk follows results filed as active; i = inactive.

Assay codes: A = CSN inh; B = Neddylation inh; C = NadD block; D = MT1-MMP act inh; E = Rpn11 inh; F = PABP1 MLLE inh; G = SKN-1 inh; H = FAS-TE inh; I = Rin1 Abl inh
#1 CCN(C(=O)COC(=O)Cc1ccccc1)c1c(N)n(Cc2ccccc2)c(=O)[nH]c1=O
  A = 0; B = i; C = 0; D = -4; E = i; F = 4; G = 8; H = -4; I = -2
#2 CN1C(=O)C(=Cc2ccccc2OCc2ccc(Cl)cc2)C(=O)N(C)C1=O
  A = 0; B = i; C = 2; D = 1; E = i; F = -10; G = -3; H = -8; I = -4
#3 Cc1ccc(N2Cc3ccccc3C2=N)cc1[N+](=O)[O-]
  A = -5; B = i; C = -1; D = 0; E = i; F = -9; G = 2; H = -3; I = -1
#4 CCCc1nc2ccccc2c(=O)n1-c1cccc(OC)c1
  A = 0; B = i; C = 10; D = 0; E = i; F = -4; G = 11; H = -4; I = 1
#5 CCOP(=O)(Cc1cc(C(=O)CC)c(C)o1)OCC
  A = -5; B = i; C = 3; D = -4; E = i; F = 33; G = 8; H = -8; I = -1
#6 CCC(C(=O)N1CCC2(CC1)OCCO2)c1ccccc1 (centres undefined)
  A = 5; B = i; C = 5; D = 1; E = i; F = -1; G = 14; H = -1; I = 1
#7 CC(=O)N1CN2CN(C(C)=O)CC(C(=O)c3ccc(Br)cc3)(C2)C1
  A = 0; B = i; C = -5; D = 1; E = i; F = 8; G = -24; H = -5; I = 3
#8 O=C(c1ccco1)c1cn(Cc2ccccc2Cl)c2ccccc12
  A = 4; B = i; C = -9; D = -2; E = i; F = 1; G = 6; H = 36; I = -3
#9 CC[N+](CC)(CC)CCCCCCCCCC[N+](CC)(CC)CC
  A = 3; B = i; C = 4; D = -4; E = i; F = 8; G = 11; H = -3; I = 5
#10 CC[C@H]1CC2CN3CCc4c([nH]c5cc(OC)ccc45)[C@](C(=O)OC)(C2)[C@H]13
  A = 1; B = i; C = 2; D = 1; E = i; F = 7; G = -1; H = 33; I = 1
#11 O=C(Nc1ccccc1OC(=O)N1CCOCC1)N1CCOCC1
  A = 1; B = i; C = 10; D = -2; E = i; F = -5; G = 7; H = -12; I = 0
#12 CCOC(=O)c1c(C)n(Cc2ccco2)c2ccc(OC)cc12
  A = 4; B = i; C = -11; D = 0; E = i; F = 6; G = -14; H = 16; I = 1
#13 CCCCn1c(NS(=O)(=O)c2ccccc2)c(C(=O)OCC)c2nc3ccccc3nc21
  A = 63*; B = i; C = 16; D = -2; E = i; F = -4; G = -1; H = 9; I = 8
#14 CCOC(=O)c1sc(/N=C/c2c(O)n(-c3cccc(C)c3)c(=O)[nH]c2=O)c(C#N)c1C
  A = 4; B = i; C = 0; D = -12; E = i; F = -11; G = 19; H = -8; I = 0
#15 CCCC1=C(C(=O)OCC)C2(C(=O)Nc3ccccc32)C(C#N)=C(N)O1 (centres undefined)
  A = 3; B = i; C = -2; D = 2; E = i; F = 9; G = 2; H = -3; I = -1
#16 O=C(O)c1cccc2nc3ccccc3nc12
  A = -3; B = i; C = 6; D = -6; E = i; F = 29; G = 9; H = -3; I = -4
#17 COc1ccc(CCn2c(O)c(C=NCCCO)c(=O)[nH]c2=O)cc1OC
  A = -4; B = i; C = 3; D = 4; E = i; F = -13; G = 12; H = -4; I = 1
#18 Fc1cccc(F)c1-c1nc(-c2ccc(Cl)cc2)no1
  A = -4; B = i; C = -9; D = -1; E = i; F = 5; G = 57*; H = 27; I = -3
#19 CC/C(=N\Nc1ccccc1)c1c(O)[nH]c(=O)[nH]c1=O
  A = 0; B = i; C = -5; D = 0; E = i; F = -122; G = 5; H = -6; I = 0
#20 COc1ccc(-n2nnnc2C(c2ccnc3ccccc23)N2CCC3(CC2)C(=O)NCN3c2ccccc2)cc1 (centres undefined)
  A = -1; B = i; C = 8; D = 8; E = i; F = -2; G = 8; H = 6; I = 2
#21 Nc1ccc(Sc2ccc(N)cc2)cc1
  A = 1; B = i; C = 3; D = 5; E = i; F = 6; G = 9; H = -2; I = 1
#22 COc1cc2c(c(OC)c1O)-c1ccc(OC)c(=O)cc1C(NC(=O)C(F)(F)F)CC2 (centres undefined)
  A = -4; B = i; C = 3; D = 23; E = i; F = 2; G = 5; H = -8; I = -1
#23 COC(=O)C1=C(c2ccc(C(C)=O)cc2)C[C@@H]2CC[C@H]1N2C(=O)NCCNC(C)=O
  A = -2; B = i; C = -1; D = 0; E = i; F = 3; G = -8; H = -11; I = 5
#24 CN(C)C(Cc1ccccc1)C(=O)c1ccc(-c2ccccc2)cc1 (centres undefined)
  A = -1; B = i; C = 0; D = -3; E = i; F = -6; G = -15; H = 28; I = 2
#25 CNC1(c2ccccc2Cl)CCCCC1=O (centres undefined)
  A = 0; B = i; C = 0; D = 0; E = i; F = 7; G = -6; H = -2; I = 0
#26 Cc1cccc(OCC(O)CN2CC2)c1 (centres undefined)
  A = 0; B = i; C = -1; D = 0; E = i; F = -4; G = 6; H = -10; I = 1
#27 O=c1c2ccccc2nc(CNc2ccccc2)n1-c1ccccc1
  A = -2; B = i; C = 9; D = -2; E = i; F = -5; G = 18; H = 4; I = 4
#28 CCOC(=O)C1C(=O)N(C)C2(C)CC1c1ccccc1O2 (centres undefined)
  A = 1; B = i; C = -1; D = 1; E = i; F = 8; G = -8; H = -4; I = 7

Pulled by compound from the list above:
Assay codes: A = CSN inh; B = Neddylation inh; C = NadD block; D = MT1-MMP act inh; E = Rpn11 inh; F = PABP1 MLLE inh; G = SKN-1 inh; H = FAS-TE inh; I = Rin1 Abl inh
#21 Nc1ccc(Sc2ccc(N)cc2)cc1
  A = 1; B = i; C = 3; D = 5; E = i; F = 6; G = 9; H = -2; I = 1
#18 Fc1cccc(F)c1-c1nc(-c2ccc(Cl)cc2)no1
  A = -4; B = i; C = -9; D = -1; E = i; F = 5; G = 57*; H = 27; I = -3

Sorted by formula weight (descending): some entries from above.
Assay codes: A = CSN inh; B = Neddylation inh; C = NadD block; D = MT1-MMP act inh; E = Rpn11 inh; F = PABP1 MLLE inh; G = SKN-1 inh; H = FAS-TE inh; I = Rin1 Abl inh
#20 COc1ccc(-n2nnnc2C(c2ccnc3ccccc23)N2CCC3(CC2)C(=O)NCN3c2ccccc2)cc1 (centres undefined)
  A = -1; B = i; C = 8; D = 8; E = i; F = -2; G = 8; H = 6; I = 2
#22 COc1cc2c(c(OC)c1O)-c1ccc(OC)c(=O)cc1C(NC(=O)C(F)(F)F)CC2 (centres undefined)
  A = -4; B = i; C = 3; D = 23; E = i; F = 2; G = 5; H = -8; I = -1
#24 CN(C)C(Cc1ccccc1)C(=O)c1ccc(-c2ccccc2)cc1 (centres undefined)
  A = -1; B = i; C = 0; D = -3; E = i; F = -6; G = -15; H = 28; I = 2
#27 O=c1c2ccccc2nc(CNc2ccccc2)n1-c1ccccc1
  A = -2; B = i; C = 9; D = -2; E = i; F = -5; G = 18; H = 4; I = 4
#28 CCOC(=O)C1C(=O)N(C)C2(C)CC1c1ccccc1O2 (centres undefined)
  A = 1; B = i; C = -1; D = 1; E = i; F = 8; G = -8; H = -4; I = 7
#19 CC/C(=N\Nc1ccccc1)c1c(O)[nH]c(=O)[nH]c1=O
  A = 0; B = i; C = -5; D = 0; E = i; F = -122; G = 5; H = -6; I = 0
#25 CNC1(c2ccccc2Cl)CCCCC1=O (centres undefined)
  A = 0; B = i; C = 0; D = 0; E = i; F = 7; G = -6; H = -2; I = 0
#21 Nc1ccc(Sc2ccc(N)cc2)cc1
  A = 1; B = i; C = 3; D = 5; E = i; F = 6; G = 9; H = -2; I = 1
#26 Cc1cccc(OCC(O)CN2CC2)c1 (centres undefined)
  A = 0; B = i; C = -1; D = 0; E = i; F = -4; G = 6; H = -10; I = 1

Not all compounds are listed, so the mix of outcomes need not match the whole.
